Mdm2-MdmX inh: disrupts the human Mdm2-MdmX interaction. O15151+Q00987. SaOS-2 split-luciferase Mdm2/MdmX complementation, luminescence. inhibition, % at 8 µM. 3% of 330,000 active;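 active means inhibition of at least 50% at 8 µM in the primary screen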
697 NFkB inh: lowers PMA/ionomycin-induced NF-kB signal in 697 B cells; 697 B-cell NF-kB luciferase reporter, 16 h; inhibition, % at 4 µM; 0.33% of 330,000 active; AID 435022; in the data active means inhibition above about 35%
Jurkat NFkB inh: lowers PMA/ionomycin-induced NF-kB signal in Jurkat cells. inhibition, % at 4 µM. PMA/ionomycin-induced NF-kB luciferase reporter, luminescence. 0.53% of 330,000 active; in the data active means inhibition above about 50%
Gli-Sufu antag: blocks Gli-Sufu signaling in a luciferase reporter | 0.74% of 340,000 active | Sufu-KO-LIGHT fibroblasts, Gli luciferase reporter luminescence | inhibition, % at 5 µM;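 active means inhibition above about 55%, limit read from the data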;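 further: 0% = DMSO-treated cells and 100% = wells with medium but no cells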
EBI2 block: antagonists of human EBI2 receptor; 0.81% of 360,000 active; inhibition, % at 5 µM; EBI2 beta-arrestin recruitment, luminescence, 7a,25-OHC stimulated; P32249; AID 651636; in the data active means inhibition above about 38%;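 further: enzyme fragment complementation signal reports receptor beta-arrestin coupling in cells; 0% = agonist plus DMSO wells and 100% = wells without agonist; some results beyond the cut were filed as inactive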
Target sequence (P32249 whole entry, looked up, the tested form may be a part): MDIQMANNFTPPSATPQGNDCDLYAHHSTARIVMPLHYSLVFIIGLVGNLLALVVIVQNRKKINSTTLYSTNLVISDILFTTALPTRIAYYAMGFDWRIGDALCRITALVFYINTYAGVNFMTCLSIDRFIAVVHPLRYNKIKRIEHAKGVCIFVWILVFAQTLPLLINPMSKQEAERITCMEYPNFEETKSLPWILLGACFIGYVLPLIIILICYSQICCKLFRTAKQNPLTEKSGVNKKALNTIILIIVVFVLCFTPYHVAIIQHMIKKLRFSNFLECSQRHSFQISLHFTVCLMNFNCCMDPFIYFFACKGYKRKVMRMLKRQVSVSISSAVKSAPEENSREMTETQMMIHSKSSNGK
CXCR6 inh: inhibitors of human CXCR6 receptor. O00574. CHO-K1 PathHunter CXCR6 beta-arrestin, luminescence. 0.36% of 360,000 active. inhibition, % at 20 µM; in the data active means inhibition above about 34%, passing the limit was not always enough;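 further: antagonist mode with CXCL16 agonist at 10 nM final; 0% = 10 nM CXCL16 with DMSO and 100% = unstimulated wells without agonist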
Target sequence (O00574 whole entry, looked up): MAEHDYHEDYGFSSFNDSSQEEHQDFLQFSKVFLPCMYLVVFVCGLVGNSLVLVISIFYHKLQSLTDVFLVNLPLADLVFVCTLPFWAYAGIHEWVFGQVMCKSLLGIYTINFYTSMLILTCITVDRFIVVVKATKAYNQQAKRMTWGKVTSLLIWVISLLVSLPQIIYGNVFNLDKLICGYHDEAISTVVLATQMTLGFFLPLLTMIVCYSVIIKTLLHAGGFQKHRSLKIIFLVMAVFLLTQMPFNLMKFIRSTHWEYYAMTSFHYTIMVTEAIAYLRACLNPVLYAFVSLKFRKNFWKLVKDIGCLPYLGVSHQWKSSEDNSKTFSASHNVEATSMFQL
CCR6 antag: antagonists of human CCR6 receptor. CHO-K1 CCR6 PathHunter beta-arrestin, luminescence, CCL20-stimulated. inhibition, % at 20 µM. 0.49% of 340,000 active;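 active means compounds whose inhibition of the agonist-driven luminescence signal at 20 µM reaches about 50%, limit read from the data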;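 further: cells stimulated with CCL20 at 14 nM final; plate controls were DMSO with CCL20 for no effect and DMSO without agonist for full effect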
Target sequence (P51684 whole entry, looked up): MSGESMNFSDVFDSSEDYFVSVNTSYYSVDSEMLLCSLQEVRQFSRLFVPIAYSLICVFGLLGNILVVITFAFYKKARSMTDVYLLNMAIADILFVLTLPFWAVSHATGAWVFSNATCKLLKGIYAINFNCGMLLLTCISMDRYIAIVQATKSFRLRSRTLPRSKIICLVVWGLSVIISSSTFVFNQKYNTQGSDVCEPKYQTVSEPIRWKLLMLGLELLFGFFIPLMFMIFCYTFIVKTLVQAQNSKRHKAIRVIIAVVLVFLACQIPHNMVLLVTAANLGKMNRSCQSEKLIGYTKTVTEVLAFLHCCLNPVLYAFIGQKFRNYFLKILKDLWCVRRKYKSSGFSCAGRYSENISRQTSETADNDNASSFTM
CHOP UPR activ: apoptotic UPR (CHOP) activation. CHO-CHOP luciferase reporter, luminescence; percent of tunicamycin response over DMSO baseline. activation, % at 10 µM. 0.34% of 330,000 active. AID 449763;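 active means at 10 µM dose, activation of 40% or more, normalized to positive control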;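 further: 100% = tunicamycin at 10 µg/mL and 0% = DMSO alone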
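Assay system: CHO-CHOP cells, stable luciferase reporter of PERK-eIF2a-CHOP signalling / Buffer or medium: F12 plus 10% serum / Compound dosing: one dose, 10 µM in 0.5% DMSO / Times: 6 h compound treatment, 37 °C / Technique: luciferase luminescence / Read-out: % reporter activation, DMSO baseline versus tunicamycin full activation / Benchmarks: tunicamycin and DMSO controls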
XBP1 UPR activ: adaptive UPR (XBP1) activation. CHO-XBP1 luciferase reporter, IRE1-XBP1 UPR activation, luminescence; percent of tunicamycin response, DMSO as zero. activation, % at 20 µM. 0.33% of 330,000 active. AID 463104;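 active means versus positive control, 20 µM dose yields 30% or more activation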;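 further: 100% = tunicamycin at 10 µg/mL and 0% = DMSO only wells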
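Assay system: IRE1-XBP1 luciferase reporter CHO line. Input: 1000 cells/well. Buffer or medium: F12 with 10% serum. Doses: 20 µM, 1% DMSO. Times: overnight seeding at 37 °C, 6 h compound treatment at 37 °C. Technique: Steady-Glo luciferase glow luminescence, 10 min after reagent addition.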
Active calls of the source: *; · = no result given.

Values in the order: Mdm2-MdmX inh, 697 NFkB inh, Jurkat NFkB inh, Gli-Sufu antag, EBI2 block, CXCR6 inh, CCR6 antag, CHOP UPR activ, XBP1 UPR activ
- COc1ccc(CC(=O)Nc2cc(C)ccc2O)cc1OC
→ 25, -29, -1, 8, -6, 0, -2, -0.9, -2
- CC(c1ccccc1)N1C(=O)c2cccnc2C1=O (configuration not stated)
→ -24, 5, -2, 46, -12, 0, -2, -0.8, -4
- CC(=O)N1CC(C)Oc2ccc(S(=O)(=O)NC(CC(=O)O)c3cc(C)ccc3C)cc21 (configuration not stated)
→ -13, 17, 6, -1, 2, -6, -5, 3.5, -4
- COc1ccc(/C=C(/NC(=O)c2ccccc2)C(=O)N2CCCC2)cc1
→ 6, 3, 10, 45, -9, 2, 6, -1.6, 5
- COCc1nnc(NS(=O)(=O)c2ccc(OC)cc2)s1
→ ·, ·, ·, -5, -3, -3, 11, ·, ·
- Nc1nnc(SCC(=O)OCC(=O)c2ccccc2)s1
→ 7, -5, -13, -10, 3, -2, -2, 0.8, 0
- COC(=O)C1=CN(Cc2ccc(C)cc2)C=C(C(=O)OC)C1c1ccc(F)c(F)c1
→ 9, -50, -48, -17, -23, 12, 6, -0.1, -4
- CCOc1ccc(OCC)c(S(=O)(=O)NCc2ccccc2)c1
→ -9, -26, -1, 8, -10, 0, -8, -0.7, -2
- CC(C)(C)c1cc(C(=O)Nc2ccccc2)ccn1
→ -6, 25, -4, -15, 3, -9, -2, 1.0, 0
- O=C(COC(=O)c1ccco1)NC1CCCCC1
→ -10, 15, 9, -9, -5, -10, -12, 0.8, 0

Taken from above:
Mdm2-MdmX inh, `CC(c1ccccc1)N1C(=O)c2cccnc2C1=O` (configuration not stated) : -24
Mdm2-MdmX inh, `CC(=O)N1CC(C)Oc2ccc(S(=O)(=O)NC(CC(=O)O)c3cc(C)ccc3C)cc21` (configuration not stated) : -13
CXCR6 inh, `COC(=O)C1=CN(Cc2ccc(C)cc2)C=C(C(=O)OC)C1c1ccc(F)c(F)c1` : 12
Gli-Sufu antag, `O=C(COC(=O)c1ccco1)NC1CCCCC1` : -9

2 records picked at random from those above:
Values in the order: Mdm2-MdmX inh, 697 NFkB inh, Jurkat NFkB inh, Gli-Sufu antag, EBI2 block, CXCR6 inh, CCR6 antag, CHOP UPR activ, XBP1 UPR activ
- CCOc1ccc(OCC)c(S(=O)(=O)NCc2ccccc2)c1
→ -9, -26, -1, 8, -10, 0, -8, -0.7, -2
- CC(c1ccccc1)N1C(=O)c2cccnc2C1=O (configuration not stated)
→ -24, 5, -2, 46, -12, 0, -2, -0.8, -4

Next section
Values in the order: Mdm2-MdmX inh, 697 NFkB inh, Jurkat NFkB inh, Gli-Sufu antag, EBI2 block, CXCR6 inh, CCR6 antag, CHOP UPR activ, XBP1 UPR activ
- CCCc1cc(=O)[nH]c(SCc2cc(=O)oc3c(C)c(C)ccc23)n1
→ -14, 9, 15, 9, -4, 3, -4, 2.0, 1
- COCCCNC(=O)C(=O)NCC(c1ccco1)N1CCN(c2ccc(OC)cc2)CC1 (configuration not stated)
→ 27, 3, 10, 38, -11, -6, 11, 6.4, -1
- Cc1ccccc1S(=O)(=O)NCc1ccc(N2CCN(C)CC2)cc1
→ -10, -12, -44, 0, -2, 8, -1, -0.1, 2
- O=C(O)c1ccc(N=Nc2c(O)[nH]c3ccccc23)cc1
→ -122, -202, -50, -67, -12, 8, 24, -4.6, -6
- O=C(O)C(c1ccccc1)C1(O)CCC1 (configuration not stated)
→ ·, ·, ·, 6, -2, 4, -2, ·, ·
- CCc1ccc(C(=O)Nc2cccnc2Oc2ccc(Cl)cc2)cc1
→ -17, 5, -8, 1, 6, -9, 3, 0.4, 1
- c1ccc(COc2ccc(OCCCCN3CCCC3)cc2)cc1
→ -61, -103, -122, -6, -6, -20, 13, 2.8, -3
- O=C(CCc1ccc(S(=O)(=O)NC2CCCCC2)cc1)NCc1cccnc1
→ 11, 5, 15, 5, -8, 9, 10, 0.7, -2
- CCc1ccc(NC(=O)CSc2nnc(-c3cnccn3)n2Cc2ccco2)cc1
→ 24, -7, 8, 0, 4, -10, 10, -0.3, 1
- O=C(Nc1ccc2c(c1)OCO2)c1cc(C2CC2)on1
→ -66, -62, -84, -82, -9, 4, 1, 4.1, 0

The list goes on:
Values in the order: Mdm2-MdmX inh, 697 NFkB inh, Jurkat NFkB inh, Gli-Sufu antag, EBI2 block, CXCR6 inh, CCR6 antag, CHOP UPR activ, XBP1 UPR activ
- CCCN1CCC(NC(=S)Nc2cccc(Cl)c2Cl)CC1
→ 30, 11, -4, 17, 9, -2, 4, -0.8, -3
- O=C(Nc1ccc2ccccc2c1)c1ccccc1[N+](=O)[O-]
→ ·, ·, ·, -31, 0, 6, 8, ·, ·
- O=C(CNC(=O)c1ccc(F)cc1)N/N=C/c1cn[nH]c1-c1ccccc1
→ -7, 9, 8, -12, -12, 2, 12, 0.4, -1
- Cn1cc(SCC(=O)N2CCN(c3ccccc3)CC2)c2ccccc21
→ 14, 3, -19, 3, 14, 7, 6, 3.0, -2
- CC(C)c1ccc2oc(=O)cc(CN3CCN(c4ccc(F)cc4)CC3)c2c1
→ 21, -31, 6, 16, 21, 4, 21, 0.7, -3
- CCCNC(=O)c1ccc(N(Cc2ccccc2)S(C)(=O)=O)cc1
→ 10, 10, -5, 6, -1, 8, -10, 0.1, 1
- O=C(CSc1ccccc1C(=O)O)c1ccc([N+](=O)[O-])cc1
→ -18, 9, -10, -6, -11, -8, -11, -3.2, 1
- COC(=O)CCC(NC(=O)c1cc(-c2ccc3c(c2)OCCO3)oc1C)C(=O)OC (configuration not stated)
→ 38, -4, 14, -7, 0, 11, 16, 1.0, 2
- Cc1ccsc1/C=N/NC(=O)CO
→ -12, -1, 15, -1, -6, -10, -11, 0.7, 1
- O=C(Nc1nnc(CCc2ccccc2)s1)c1ccco1
→ 10, -11, 14, -18, -2, -4, 11, -0.6, -1

Going on with the list.
Values in the order: Mdm2-MdmX inh, 697 NFkB inh, Jurkat NFkB inh, Gli-Sufu antag, EBI2 block, CXCR6 inh, CCR6 antag, CHOP UPR activ, XBP1 UPR activ
- O=c1cc(-c2ccccc2)nc2c(-c3ccccc3)c(C(F)(F)F)[nH]n12
→ 17, -6, -19, 3, 8, 3, -13, -0.6, -4
- O=S(=O)(NCC1CCCO1)c1ccc(S(=O)(=O)N2CCc3ccccc3C2)cc1 (configuration not stated)
→ 18, -23, 3, 0, -7, -10, 7, -2.2, 2
- C/C(CCC1CC(C)OC1=O)=N/Nc1nc(-c2ccccc2)cs1 (configuration not stated)
→ -7, -11, -12, -19, -6, -2, 2, 3.3, 0
- O=C(NC(NNc1ccc([N+](=O)[O-])cc1)(C(F)(F)F)C(F)(F)F)c1ccc(Cl)cc1
→ 41, -51, -11, -4, -20, -4, 17, -1.9, 1
- CCCOc1ccc(S(=O)(=O)NCCCN2CCOCC2)c2ccccc12
→ 39, -37, -21, 10, -4, -3, 13, -1.8, -4
- COc1cc(NC(=O)Cc2ccc(Cl)cc2)ccc1NC(=O)c1ccco1
→ 30, -11, 2, 0, 3, -8, -8, 2.4, -1
- O=C1c2ccccc2C(Nc2ccc(F)cc2F)N1CCN1CCOCC1 (configuration not stated)
→ 27, 4, -2, -2, -3, 5, -10, 1.9, -2
- CCOc1ccc(C(=O)NC2CC3CCCC(C2)N3CC(C)C)cc1 (configuration not stated)
→ 23, 1, 9, 26, -9, -16, 1, 0.1, -3
- COc1ccc(C(=O)Nc2nnc(SCC(=O)NCc3ccco3)s2)cc1OC
→ 22, -23, -8, -4, 0, 1, 6, 1.8, 2
- COCc1ccc(CN2CCc3c([nH]c4ccccc34)C2CC(C)C)o1 (configuration not stated)
→ -35, 16, -7, 24, 6, 3, 10, -0.5, -2

Going on with the list:
SMILES	Mdm2-MdmX inh	697 NFkB inh	Jurkat NFkB inh	Gli-Sufu antag	EBI2 block	CXCR6 inh	CCR6 antag	CHOP UPR activ	XBP1 UPR activ
COc1ccc(CCN2C(=O)CC(N3CCN(C/C=C/c4ccccc4)CC3)C2=O)cc1OC (configuration not stated)	24	8	6	9	7	4	-1	-1.0	-3
CCN(CC)CCOC(=O)/C=C/c1ccccc1	20	-1	-11	5	10	-1	14	0.4	-3
O=C(c1cccc([N+](=O)[O-])c1)N1CCN(Cc2ccccc2)CC1	-17	6	0	5	-11	3	-1	-1.1	-3
Cc1ccc(NC(=O)/C(=C/C=C/c2ccccc2)NC(=O)c2ccccc2)cc1	16	-4	-12	20	-8	8	7	-0.8	-2
CCn1nnc(NC(=O)c2cc(Cl)c(OC)c(Cl)c2)n1	-7	6	-14	-8	-15	-11	1	1.2	-1
Cc1ccc(C(=O)Nc2ccc(CN3CCS(=O)(=O)CC3)cc2)cc1C	-3	-13	-32	-23	-8	-3	6	2.2	4
O=C1CCCN1CCC1CCCCN1Cc1nc(COc2ccccc2)no1 (configuration not stated)	-9	6	-2	0	8	11	6	-0.1	0
O=C(COC(=O)c1ccc2ccccc2c1)Nc1ncc(C(F)(F)F)cc1Cl	2	-41	-21	23	-7	1	7	0.7	-4
CSc1ccc(C2C(C#N)=C(N)Oc3c2ccc(=O)c2c(C)oc(C)c32)cc1 (configuration not stated)	3	-7	-18	8	2	10	28	-4.5	-1
O=C(/C=C/c1cn(CC(O)CN2CCCCC2)c2ccccc12)c1cccs1 (configuration not stated)	·	·	·	16	-6	-9	2	·	·
COC(=O)c1sccc1NC(=S)Nc1ccccc1	14	-21	21	47	-2	1	10	3.8	1
COc1ccc(CN(CC2CCCO2)C(=O)CN2C(=O)COc3ccccc32)cc1OC (configuration not stated)	13	-39	-5	14	-2	4	-16	0.7	-1
O=C(COC(=O)c1cc(=O)[nH]c2ccccc12)NC(=O)c1ccccc1	12	2	3	-21	-5	2	12	1.2	-3
CC1CCCN(C(=O)Cn2nnc(-c3ccc(F)cc3)n2)C1 (configuration not stated)	-5	8	8	-11	-8	1	16	0.8	4
O=C(Cn1nnc(-c2ccccc2Cl)n1)N1CCCCC1	-20	-41	-53	·	-2	10	-10	4.8	-3
O=C1C2C3C=CC(C3)C2C(=O)N1c1ccc(N2CCN(c3ccccn3)CC2)c([N+](=O)[O-])c1 (configuration not stated)	12	-30	28	14	1	-5	12	1.2	-2
CCn1c2ccccc2c2cc(NC(=O)c3ccc(Br)o3)ccc21	32	7	0	17	3	-11	6	-0.5	1
Clc1ccc2c(NCc3cccs3)ncnc2c1	-4	-17	9	7	1	-10	-4	-0.1	-1
COc1ccc(NC(=O)CN(C)C(=O)c2cccc(S(=O)(=O)N3CCCc4ccccc43)c2)cc1	-4	2	2	7	20	6	16	1.1	-2
CC1CCC2C(=O)N(c3cccc(C(=O)Nc4ccccc4Cl)c3)C(=O)C2C1 (configuration not stated)	-21	-8	9	-10	-8	-8	13	1.3	-6
CCOC(=O)c1cnc(SCc2ccccc2)nc1N	-155	-261	-77	-74	13	3	3	3.3	3

Profiles from above. Order of screens: Mdm2-MdmX inh	697 NFkB inh	Jurkat NFkB inh	Gli-Sufu antag	EBI2 block	CXCR6 inh	CCR6 antag	CHOP UPR activ	XBP1 UPR activ
COC(=O)C1=CN(Cc2ccc(C)cc2)C=C(C(=O)OC)C1c1ccc(F)c(F)c1 across the screens: 9	-50	-48	-17	-23	12	6	-0.1	-4
Cc1ccc(NC(=O)/C(=C/C=C/c2ccccc2)NC(=O)c2ccccc2)cc1 across the screens: 16	-4	-12	20	-8	8	7	-0.8	-2
Cc1ccc(C(=O)Nc2ccc(CN3CCS(=O)(=O)CC3)cc2)cc1C across the screens: -3	-13	-32	-23	-8	-3	6	2.2	4

Bioassay records as filed in PubChem.
